Mdm2 ligase inh: MDM2-luciferase reporter signal enhancers, primary screen, MDM2 E3 ligase inhibitor project, cell-based, luminescence, 1536-well; signal enhancement, % at 5 µM; hit rate 0.11% among 210,000; AID 1230, 2008; cell-based MDM2 ubiquitination luciferase reporter, 2 h; 0 = plate control, 100 = twice control, blank-subtracted;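 active = signal enhancement of 30% or more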;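 also: luminescence tracks abundance of the self-degrading MDM2-luciferase fusion protein; higher signal means inhibition of MDM2 E3 ligase activity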
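Assay system: stable mammalian line carrying autodegrading MDM2–luciferase fusion reporter; Input: 2000 cells in each well; Compound dosing: single-point 5 µM; Schedule: 2 h compound exposure at 37 °C; Signal: SteadyLite luciferase luminescence after 15 min room-temperature reagent incubation; Evaluation: % luminescence enhancement versus blank-corrected plate control mean; Benchmarks: plate controls and plate blanks.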
Runt-SMMHC FRET: inhibitors of RUNX1 Runt–CBFb-SMMHC binding, primary screen, biochemical, FRET, Cerulean-Runt, Venus-CBFb-SMMHC, uHTS; Runt-related transcription factor 1 (Homo sapiens) + Core-binding factor subunit beta …; Cerulean-Runt/Venus-CBFb-SMMHC FRET ratio 530/480, 1 h; inhibition, % at 20 µM; hit rate 0.74% among 220,000;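 active = mean inhibition across duplicate retests at 20 µM reaching about 50%, limit read from the data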;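 also: 0% = DMSO wells and 100% = wells with excess untagged CBFb-SMMHC; inhibitors lower the FRET ratio by blocking Runt binding to CBFb-SMMHC; some results filed as inactive read as strong as hits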
NPY2 pot ag: NPY-Y2 potentiators or agonists, primary screen, cell-based. Neuropeptide Y receptor type 2 (Homo sapiens), P49146. AID 1359, 2008. hit rate 0.45% among 220,000. cells expressing NPY-Y2, potentiator/agonist read-out. activation, % at 3.6 µM; in the data active = activation above about 27%;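 also: cells stimulated with NPY near EC25 plus isoproterenol at EC100; 0% = vehicle plus submaximal agonist and 100% = vehicle plus saturating agonist; some results beyond the cut were filed as inactive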
Target sequence (P49146 whole entry, looked up): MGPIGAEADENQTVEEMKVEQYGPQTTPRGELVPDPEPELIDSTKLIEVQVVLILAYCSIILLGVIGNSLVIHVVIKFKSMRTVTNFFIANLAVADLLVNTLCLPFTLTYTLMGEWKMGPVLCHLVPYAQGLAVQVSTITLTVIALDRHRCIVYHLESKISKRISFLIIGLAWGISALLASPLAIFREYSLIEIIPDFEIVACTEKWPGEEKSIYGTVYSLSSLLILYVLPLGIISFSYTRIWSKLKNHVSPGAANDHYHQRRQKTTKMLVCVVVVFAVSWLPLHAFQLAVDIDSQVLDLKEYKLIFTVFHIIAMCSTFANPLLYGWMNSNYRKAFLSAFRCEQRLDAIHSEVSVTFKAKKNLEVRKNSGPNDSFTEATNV
p97 ATPase inh: inhibitors of human p97 ATPase, primary screen, biochemical | hit rate 0.42% among 220,000 | recombinant p97 ATPase, Kinase-Glo ATP luminescence, 3 h | inhibition, % at 8 µM; in the data active = inhibition above about 15%;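 also: 0% = DMSO vehicle and 100% = wells lacking enzyme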
Hck Nef HTS: inhibitors of Nef-activated human Hck kinase, primary screen, biochemical, Z-Lyte FRET, 384-well, Hck-YEEI; Tyrosine-protein kinase HCK (Homo sapiens), P08631; Recombinant Hck-YEEI plus Nef, Z-Lyte FRET kinase assay; inhibition, % at 20 µM; hit rate 0.68% among 220,000;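 active = Hck-Nef kinase inhibition above about 50%, limit read from the data; inactive = inhibition below that limit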;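 also: 0% = DMSO with Hck plus Nef and 100% = Hck alone without Nef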
NPY1 pot ag: NPY-Y1 receptor potentiators or agonists, primary screen, cell-based; Neuropeptide Y receptor type 1 (Homo sapiens), P25929; NPY-Y1 expressing cells, potentiator/agonist activation; activation, % at 3.6 µM; hit rate 0.37% among 220,000; in the data active = activation above about 33%, passing the limit was not always enough;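 also: cells stimulated with NPY at EC10 then isoproterenol at EC100; 0% = low agonist plus stimulus and 100% = saturating agonist plus stimulus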
Target sequence (P25929 whole entry, looked up): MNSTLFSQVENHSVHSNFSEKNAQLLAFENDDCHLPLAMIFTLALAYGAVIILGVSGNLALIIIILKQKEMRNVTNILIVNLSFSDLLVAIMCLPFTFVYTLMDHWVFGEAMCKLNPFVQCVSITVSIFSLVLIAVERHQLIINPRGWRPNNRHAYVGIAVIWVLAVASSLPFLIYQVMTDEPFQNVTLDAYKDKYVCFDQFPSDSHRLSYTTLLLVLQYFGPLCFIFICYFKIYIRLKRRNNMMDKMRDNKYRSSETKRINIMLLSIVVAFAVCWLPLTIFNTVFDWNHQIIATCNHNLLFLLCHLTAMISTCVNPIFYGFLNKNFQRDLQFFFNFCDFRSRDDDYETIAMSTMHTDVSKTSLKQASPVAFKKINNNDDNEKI
Runt-CBFb FRET: inhibitors of RUNX1 Runt–CBFb binding, primary screen, biochemical, FRET, Cerulean-Runt, Venus-CBFb, uHTS; inhibition, % at 20 µM; Cerulean-Runt/Venus-CBFb FRET ratio 530/480, 1 h; Runt-related transcription factor 1 (Homo sapiens) + Core-binding factor subunit beta …; hit rate 0.46% among 220,000;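 active = inhibition over about 50% at 20 µM in the single-dose screen, limit read from the data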;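 also: 0% = DMSO wells and 100% = excess unlabeled CBFb competitor control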
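Assay system: Cerulean-Runt domain fusion protein, energy donor; Signal: fluorescence energy transfer, 422 nm excitation, 530/480 nm emission; Timing: 1 h compound exposure, room temperature; Control set: unlabeled CBFb; Medium: Tris buffer pH 7.5 with salts and BSA; Compound: single test concentration of 20 µM, 1% DMSO final; Probe or stimulus: Venus-CBFb 100 nM.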
NPY-Y1 antag: NPY-Y1 receptor antagonists, primary screen, cell-based | Neuropeptide Y receptor type 1 (Homo sapiens), P25929 | HEK293-CNG Y1 cells, membrane potential fluorescence; NPY at EC95, then isoproterenol | inhibition, % at 3.6 µM | hit rate 1% among 200,000 | AID 1040, 2008;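 active = inhibition above the campaign mean inhibition of all tested compounds plus 3 SD, cut at about 20% in these data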;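 also: 0% = DMSO wells given NPY plus isoproterenol and 100% = isoproterenol alone without NPY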
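Test system: HEK293 cells co-expressing NPY Y1 receptor and cyclic-nucleotide gated channel; Also added: NPY (25 nM), isoproterenol (1 µM), Ro 20-1724 (25 µM); Compound dosing: one concentration, 3.6 µM, in 0.4% DMSO; Timing: dye 3 h, compound 60 min room temperature, stimulation 45 min; Technique: Membrane-potential fluorescent dye readout.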
RBBP9 inh: human RBBP9 inhibitors, primary screen, biochemical, fluorescence polarization, FP-Rh probe, HTS; Serine hydrolase RBBP9 (Homo sapiens), O75884; recombinant RBBP9; inhibition, % at 7.94 µM; hit rate 0.2% among 220,000; AID 1515, 2009;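 active = inhibition above the campaign mean of all tested compounds plus 3 SD, cut at about 14% in these data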;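 also: plate controls were DMSO wells with RBBP9 for no effect and wells lacking RBBP9 protein for full effect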
Target sequence (O75884 whole entry, looked up): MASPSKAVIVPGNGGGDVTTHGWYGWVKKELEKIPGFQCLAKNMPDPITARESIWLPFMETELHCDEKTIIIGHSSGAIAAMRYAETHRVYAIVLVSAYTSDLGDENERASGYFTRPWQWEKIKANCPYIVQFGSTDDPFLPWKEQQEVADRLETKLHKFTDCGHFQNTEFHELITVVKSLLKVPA
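System: RBBP9 protein | Quantity: 2.5 µM RBBP9 dispensing solution, before mixing | Reagent: FP-Rh probe, 375 nM dispensing solution | Timing: Enzyme-compound preincubation 30 min, then probe labeling 45 min, 25 °C | Measured by: Fluorescence polarization | Read-out: % inhibition | Replication: One well per compound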
The depositor's hits bear a star; . = not tested or not shown; & = joins results of further samples.

cpd	molecule	Mdm2 ligase inh	Runt-SMMHC FRET	NPY2 pot ag	p97 ATPase inh	Hck Nef HTS	NPY1 pot ag	Runt-CBFb FRET	NPY-Y1 antag	RBBP9 inh
1	O=C(Nc1cc(C(F)(F)F)ccc1Cl)c1ccncc1	-2	-6	5	4	22	-1	-1	0	-10
2	CC(=O)Nc1ccc(S(=O)(=O)N2CCN=C2C)cc1	-7	2	-6	-4	-7	7	0	-2	8
3	O=C(O)CCC(=O)Nc1ccccc1C(=O)NCCc1ccccc1	-8	-46	-3	1	0	8	0	9	-5
4	Cc1ccc(Cn2nnc3c(=O)n(CC(=O)NCc4ccco4)cnc32)cc1	-4	-3	1	2	9	-20	2	-3	-11
5	COc1ccc(S(=O)(=O)N(Cc2cc3ccc(OC)cc3[nH]c2=O)CC2COCCO2)cc1 (configuration not stated)	-1	-4	2	2	1	-1	-5	7	-2
6	CCN(CC)c1ccc(C=C(c2nnnn2-c2ccc(C)cc2)c2nnnn2-c2ccc(C)cc2)cc1	-3	-195	0	-3	-3	-15	-86	-1	-4
7	O=C(O)/C(=C\c1ccc(Cl)cc1)c1ccc(F)cc1	-26	2	-12	-8	10	-24	-1	9	-4
8	COc1ccc(-c2cc(C(F)(F)F)n3nc(C(=O)N4CCCCC4)cc3n2)cc1OC	-4	5	-2	5	4	-7	-6	6	-3
9	COc1ccc(NC(=O)CCSc2ccc3ccccc3n2)cc1	17	-2	-18	4	6	-11	0	12	-2
10	CN(C(=O)C1CCCN(S(=O)(=O)c2cccc([N+](=O)[O-])c2)C1)C1CCS(=O)(=O)C1 (configuration not stated)	-1	-1	1	5	26	-4	2	5	-2
11	CCCOc1ccc(/C(O)=C2/C(=O)C(=O)N(c3cc(C)on3)C2c2ccc(C(=O)OC)cc2)cc1 (configuration not stated)	-31	-3	-20	2	1	-5	-12	-6	-2
12	CCC(=O)OCCNc1nc(-c2ccccc2)nc2ccccc12	16	0	9	4	25	14	-1	1	2
13	O=C(O)c1cc(-c2cccs2)nn1-c1ccc(F)cc1	-19	2	-11	-2	25	-18	-1	3	-6
14	COc1ccc(S(=O)(=O)N2CCN(C3CCCCCCC3)CC2)cc1	-9&-17	1&0	-5&-1	-5&12	2&12	3&-9	1&0	1&-5	-2&-6
15	CC(=O)c1c(N2CCCC2)nc(=S)n(-c2ccccc2)c1C	-11	-4	0	7	-2	-10	0	-4	0
16	C/C(=N\NS(=O)(=O)c1ccc(C)cc1)c1ccc(C)s1	-2	1	-2	0	2	-5	.	2	-4
17	CCCC(=O)Nc1ccc2c(c1)nc1n2CCOC1	-14	2	0	-1	1	21	-1	-5	-3
18	Cc1ccsc1CNn1cnnc1SCc1ccccc1F	-2	3	-5	-1	2	-20	0	-4	4
19	COc1ccc(C(=O)Nc2nc3cc4c(cc3s2)OCO4)c(OC)c1	-24	-6	-9	5	11	-29	0	.	-7
20	CCOc1ccc2[nH]c3c(=O)n(CCC4=CCCCC4)cnc3c2c1	-16	-3	-5	-6	-6	-10	0	.	-1
21	CCn1c(SCC(=O)N/N=C/c2ccccc2OCC(=O)O)nnc1-c1ccc(C(C)(C)C)cc1	-47	-1	14	0	22	8	0	.	-8
22	Cc1cc2c(cc1C)CSC(c1ccccc1OC(=O)C(C)(C)C)SC2	-14	0	-24	-4	20	-8	2	12	-3
23	N#Cc1cnc(SCC(=O)NNC(=O)COc2cccc3ccccc23)nc1N	3	4	-5	10	3	16	1	-5	-3
24	CC1CCN(C(=O)CSc2nnc(Cc3ccccc3)o2)CC1	-5	0	14	0	4	-10	0	1	2

A draw from above in order of count of non-hydrogen atoms, high to low:
cpd	molecule	Mdm2 ligase inh	Runt-SMMHC FRET	NPY2 pot ag	p97 ATPase inh	Hck Nef HTS	NPY1 pot ag	Runt-CBFb FRET	NPY-Y1 antag	RBBP9 inh
21	CCn1c(SCC(=O)N/N=C/c2ccccc2OCC(=O)O)nnc1-c1ccc(C(C)(C)C)cc1	-47	-1	14	0	22	8	0	.	-8
19	COc1ccc(C(=O)Nc2nc3cc4c(cc3s2)OCO4)c(OC)c1	-24	-6	-9	5	11	-29	0	.	-7
18	Cc1ccsc1CNn1cnnc1SCc1ccccc1F	-2	3	-5	-1	2	-20	0	-4	4

Profiles as entered above. Order of screens: Mdm2 ligase inh	Runt-SMMHC FRET	NPY2 pot ag	p97 ATPase inh	Hck Nef HTS	NPY1 pot ag	Runt-CBFb FRET	NPY-Y1 antag	RBBP9 inh
Entry for `CC1CCN(C(=O)CSc2nnc(Cc3ccccc3)o2)CC1` : -5	0	14	0	4	-10	0	1	2
Entry for `CCCC(=O)Nc1ccc2c(c1)nc1n2CCOC1` : -14	2	0	-1	1	21	-1	-5	-3

(list continues)
cpd	molecule	Mdm2 ligase inh	Runt-SMMHC FRET	NPY2 pot ag	p97 ATPase inh	Hck Nef HTS	NPY1 pot ag	Runt-CBFb FRET	NPY-Y1 antag	RBBP9 inh
25	CSc1nc(-c2ccccc2)nn1S(=O)(=O)c1ccccc1	0	-2	-2	-3	6	7	0	4	-11
26	O=C(Nc1ccc(Br)cc1)c1cccc(S(=O)(=O)Nc2cnc3ccccc3c2)c1	-12	1	8	3	3	8	-4	-10	-11
27	CC1=NN(C(=O)c2ccc(C)cc2)C(O)(C(F)(F)OC(F)(F)F)C1 (configuration not stated)	7	2	-3	-1	-2	10	0	2	2
28	O=c1cc(CN2CCN(S(=O)(=O)/C=C/c3ccccc3)CC2)c2ccc(O)cc2o1	-8	130*	-16	1	11	-23	74*	-1	-8
29	Cc1cc(C(=O)NC2CC2)c2ccccc2n1	2	-1	-3	-5	12	6	-2	2	-5
30	Nc1c(S(=O)(=O)c2ccccc2)c2nc3ccccc3nc2n1/N=C/c1ccco1	-17	28	1	7	3	16	14	-3	-7
31	Nc1c(C(=O)NCc2ccco2)nnn1Cc1ccccc1	-1	3	8	1	1	7	-1	-2	0
32	O=C(Nc1cccc(S(=O)(=O)N2CCCCC2)c1)c1ccc2ncsc2c1	-6	2	-21	1	21	9	1	.	-13
33	CCOc1ccc(NC(=O)CSc2nnc(C34CC5CC(CC(C5)C3)C4)n2C)cc1	-11	2	5	-5	-24	-15	-3	6	-8
34	CCC1S/C(=N/N=C/c2ccco2)N(Cc2ccccc2C)C1=O (configuration not stated)	-8	-1	-3	2	10	7	5	.	6
35	O=C(CN1C(=O)c2ccccc2C1=O)Nc1nccs1	-4	-2	8	9	12	15	1	.	-11
36	COc1ccc(C(C)=O)cc1CN(C)C	-16	2	-12	-4	-1	-1	3	6	-5

Printed as active in Runt-SMMHC FRET, among the entries above:
cpd	molecule	Mdm2 ligase inh	Runt-SMMHC FRET	NPY2 pot ag	p97 ATPase inh	Hck Nef HTS	NPY1 pot ag	Runt-CBFb FRET	NPY-Y1 antag	RBBP9 inh
28	O=c1cc(CN2CCN(S(=O)(=O)/C=C/c3ccccc3)CC2)c2ccc(O)cc2o1	-8	130*	-16	1	11	-23	74*	-1	-8

Following part.
no. | smiles | Mdm2 ligase inh | Runt-SMMHC FRET | NPY2 pot ag | p97 ATPase inh | Hck Nef HTS | NPY1 pot ag | Runt-CBFb FRET | NPY-Y1 antag | RBBP9 inh
37 | CCCCOC(=O)c1nc(Cl)c(Cl)c(N)c1Cl | -15 | 2 | 0 | 0 | 2 | -13 | 0 | 2 | -7
38 | CCCOc1ccc(C(=O)NCC(c2cccs2)N(C)C)cc1OC (configuration not stated) | -7 | 1 | -9 | 0 | 3 | -5 | 1 | 1 | -7
39 | CCN1CCN(CCCNC(=O)C2CCCN(c3nnc(-n4cccc4)s3)C2)CC1 (configuration not stated) | -18 | 1 | 2 | -3 | 0 | -16 | -1 | 3 | -2
40 | O=C(/C=C\Nc1ccc(S(=O)(=O)Nc2ncccn2)cc1)c1ccccc1 | -3 | 12 | -14 | 2 | 14 | 6 | 7 | . | -3
41 | CCOC(=O)C(C)(C)N(Cc1cccc(C)c1)S(=O)(=O)c1ccc(Cl)c([N+](=O)[O-])c1 | -4 | -7 | 27 | -2 | 4 | 66* | 0 | -9 | -1
42 | O=C(Cn1c(=O)c(=O)n(Cc2ccccc2)c2ccc(Cl)cc21)Nc1cc(F)ccc1F | -9 | 3 | 4 | -6 | 32 | -10 | -2 | -4 | -2
43 | O=[N+]([O-])c1ccc2c(c1Nc1ccccc1)=NC1(CCCCC1)N=2 | -27 | 9 | 10 | 1 | 0 | 16 | 18 | 1 | -2
44 | COc1ccc(-c2n[nH]c(=S)n2Cc2ccco2)cc1 | -26 | 20 | 0 | -2 | 8 | -10 | 24 | 1 | 0
45 | COc1ccc2nc(NC(=O)CCc3cc(OC)c(OC)c(OC)c3)sc2c1 | -24 | 0 | 10 | -1 | -1 | 18 | -4 | -8 | 9
46 | CCN(C(=O)c1cc2ccccc2o1)C12CC3CC(CC(C3)C1)C2 | -13 | 3 | 7 | 3 | 23 | 21 | -2 | -4 | -7
47 | Nc1cc(=O)[nH]c(SCC(=O)Nc2ccc3c(c2)CCC3)n1 | -7 | 4 | -1 | 0 | 24 | 11 | 2 | -2 | 1
48 | O=C(c1ccccc1)c1cnc(-c2ccc(Cl)cc2)s1 | -70 | 4 | -11 | 0 | 0 | -5 | 2 | 7 | -10
49 | CCCN1CCN(C(=S)Nc2ccc3nc(N4CCN(CC)CC4)cc(C)c3c2)CC1 | -15 | 3 | -1 | -6 | -21 | -8 | 3 | -1 | -5
50 | O=C(/C=C/c1ccccc1)Nn1c(-c2cccs2)nc2ccccc2c1=O | -16 | 4 | 0 | 1 | 3 | -16 | -2 | 6 | -4
51 | CC(C)c1ccc(C(N)=S)cc1 | 0 | 2 | 6 | -3 | 20 | 7 | 0 | 1 | -11

Bioassay records: PubChem BioAssay, several laboratories
